# Rac1 GTP hydrolysis = MgcRacGAP GTPase-activating activity inhibitors, confirmation, biochemical, ADP Hunter fluorescence. MgcRacGAP-stimulated Rac1 GTP hydrolysis, ADP Hunter fluorescence; higher % means a stronger effect; GST-tagged Rac1 F28L mutant substrate. one-dose inhibition, % at 30 µM; IC50 in µM for titrated hits. 340,000 tested, 0.6% active. AID 624330;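 active means first-screen hits whose inhibition reached a set limit at any dose in the follow-up dose series; inconclusive means inhibition above the set first-screen limit but never retested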;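 further: fluorescence reports GDP produced by GAP-driven GTP hydrolysis; strong numbers were not always called active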
# AID2073 = disruptors of CaV2.2 binding to Mint1 – biochemical, HTRF (AID 2073). inhibition, % at 20 µM; hits with a dose series show IC50 in µM. HTRF protein-protein interaction, Mint1-CaV2.2; higher % means a stronger effect. 290,000 tested, 0.19% active; in the data active means inhibition mostly above about 51%, no sharp cut-off; inconclusive means no clear call, values can overlap the other calls; inactive means mostly below about 53%; further: some results filed as inactive read as strong as hits
# GPR55 beta-arrestin = GPR55 agonists via beta-arrestin recruitment, primary screen, imaging, U2OS cells, beta-arrestin-GFP redistribution (AID 1961); activation, % at 10 µM, or EC50 in µM where a hit was titrated; U2OS GPR55 beta-arrestin-GFP redistribution imaging; higher % means a stronger effect; 290,000 tested, 0.048% active;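 active means activation above 40% with more than 50 cells counted in the well; inconclusive means wells holding fewer than 50 cells, flagged as toxic or sparse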;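 further: U2OS osteosarcoma cells stably expressing GPR55 and beta-arrestin-GFP; plate controls were DMSO negative control for no effect and LPI positive control for full effect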
# NS5 inhibitors = flavivirus cap methylation enzyme inhibition – biochemical, confirmation dose response, primary screen (AID 588689); Dengue-2 NS5 methyltransferase capping enzyme assay, biochemical; higher % means a stronger effect; inhibition, % at 25 µM, or IC50 in µM where a hit was titrated; 340,000 tested, 0.3% active; in the data active means a potency from the dose series; inconclusive means inhibition above about 29% without an active follow-up result
# NTR1 ag = NTR1-driven beta-arrestin-GFP spot formation – imaging, U2OS cells, high content, primary screen (AID 493036); activation, % at 20 µM; 330,000 tested, 0.17% active; agonist mode;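 active means activation at or above 40% of the spot to cytoplasm intensity ratio, with at least 20 cells analyzed; inconclusive means wells under 20 cells, flagged as cytotoxic or low count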;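 further: 0% = DMSO without peptide and 100% = 100 nM NTR1 peptide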
# Target sequence (P30989 whole entry, looked up): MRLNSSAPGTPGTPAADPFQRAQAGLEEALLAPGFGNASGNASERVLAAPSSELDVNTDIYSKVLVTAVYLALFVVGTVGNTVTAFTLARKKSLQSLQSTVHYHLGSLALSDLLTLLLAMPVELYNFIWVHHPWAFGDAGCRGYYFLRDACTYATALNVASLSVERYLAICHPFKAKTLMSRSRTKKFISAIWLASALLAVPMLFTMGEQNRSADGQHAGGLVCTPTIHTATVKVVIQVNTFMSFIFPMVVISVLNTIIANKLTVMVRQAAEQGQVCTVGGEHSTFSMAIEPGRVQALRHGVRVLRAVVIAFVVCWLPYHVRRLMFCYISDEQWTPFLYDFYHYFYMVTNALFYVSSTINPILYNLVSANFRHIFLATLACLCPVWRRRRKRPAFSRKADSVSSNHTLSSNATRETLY
# Yfh1-depleted yeast = mitochondrial function rescue without frataxin homolog – Friedreich's ataxia, plus single-dose screen, dose response (AID 1465) | fold induction at 50 µM; hits with a dose series show EC50 in µM | S. cerevisiae Yfh1-off respiration, WST-1 reduction, 72 h; higher fold induction means a stronger effect | 220,000 tested, 0.074% active;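 active means fold induction of absorbance versus untreated yeast above a set limit, then at least 30% activation at any dose in follow-up; inconclusive means repeats straddling the limit, or above it without dose testing; inactive means fold induction below the set limit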;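 further: activators that raise dye reduction in frataxin-depleted yeast; strong numbers were not always called active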
# Large T inhibition = SV40 large T antigen inhibitors, biochemical (AID 1903); SV40 large T antigen ATPase/helicase inhibition assay; higher % means a stronger effect; inhibition, % at 20 µM; hits with a dose series show IC50 in µM; 310,000 tested, 0.39% active; in the data active means a potency from the dose series; inconclusive means inhibition mostly from about 32% at the one dose, without a potency; inactive means the rest, 99 in 100 with inhibition below about 32%; further: strong numbers were not always called active
# GPR35 antagonists = GPR35 antagonists blocking zaprinast-driven arrestin recruitment, primary screen, imaging, U2OS, beta-arrestin-GFP, zaprinast agonist (AID 2058) | U2OS GPR35 beta-arrestin-GFP translocation imaging, zaprinast antagonism; higher % means a stronger effect | inhibition, % at 10 µM, or IC50 in µM where a hit was titrated | 290,000 tested, 0.052% active;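 active means inhibition of at least 50% with at least 30 cells and total cytoplasm GFP at most 10,000,000; inconclusive means under 30 cells or total GFP of 10,000,000 plus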
# GPR55 LPI antagonism = GPR55 antagonists blocking LPI-driven arrestin recruitment, primary screen, imaging, U2OS, beta-arrestin-GFP, LPI agonist (AID 2013). U2OS GPR55 beta-arrestin-GFP translocation imaging, LPI antagonism; higher % means a stronger effect. inhibition, % at 10 µM; hits with a dose series show IC50 in µM. 290,000 tested, 0.13% active;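 active means spots per cell inhibited over 60%, with over 100 cells counted and total cytoplasm intensity under 500,000; inconclusive means wells with under 100 cells, flagged as likely toxic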;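 further: U2OS cells stably carrying GPR55 and arrestin-GFP stimulated by 5 µM LPI near EC80; imaged beta-arrestin-GFP aggregate spots per cell after agonist stimulation; plate controls were LPI-stimulated DMSO wells for no effect and DMSO wells without LPI for full effect; some results filed as inactive read as strong as hits; confirmed hits need IC50 under 10 µM and bright autofluorescent wells are also inconclusive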
# NTR1 ag cell count 20 µM = further read-out of NTR1 ag, marked with its call; cell count; measured here: cell count, cytotoxicity flag
# NS5 inhibitors pilot replicate = recorded beside NS5 inhibitors, whose call it bears; inhibition, %; measured here: pilot screen replicate inhibition
# Active calls of the source: *; i = inactive; ? = inconclusive; . = not tested or not shown.
SMILES,Rac1 GTP hydrolysis,AID2073,GPR55 beta-arrestin,NS5 inhibitors,NTR1 ag,NTR1 ag cell count 20 µM,Yfh1-depleted yeast,Large T inhibition,GPR35 antagonists,GPR55 LPI antagonism,others
COc1cc(CNc2ccccc2SC)cc(OC)c1OC,5%,-1%,0.2%,-1%,0.9,46,i,3%,-12%,-19%,
O=C(O)CC(c1ccc(OC2CCCC2)cc1)N1C(=O)c2ccccc2C1=O (stereo unspecified),-7%,6%,0.0%,-5%,2.1,93,.,2%,8%,-18%,
CN1CCN(c2ccc(NC(=O)c3ccccc3Br)cc2)CC1,11%,-8%,0.0%,-4%,-1.7,53,i,5%,-4%,11%,
CCC(=O)Nc1cccc(NC(=O)CSc2nc3c(c(=O)n(C)c(=O)n3C)n2C)c1,8%,7%,0.5%,-11%,16,52,.,10%,-22%,4%,
O=C(COc1ccccc1[N+](=O)[O-])Nc1cccc(S(=O)(=O)NC2=NCCCCC2)c1,7%,.,.,-10%,0.7,50,.,10%,.,.,
COc1ccc(-n2cnc3ccccc32)cc1,3%,4%,0.0%,0%,-0.7,66,i,6%,14%,4%,
CCOc1ccc(S(=O)(=O)N(CC(N)=O)c2ccc(C)cc2)cc1,0%,-6%,0.0%,0%,-2.2,72,i,3%,7%,16%,
CCOc1ccc(NC(=O)Nc2ccccc2C(N)=O)cc1,4%,?,-0.1%,2%,1.3,95,i,5%,-2%,1%,
CCN1CCN(CCCNC(=O)CNC(=O)c2nn(-c3ccc(OC)cc3)c(=O)c3ccccc23)CC1,6%,30%,1.2%,1%,-0.9,26,.,6%,-8%,-4%,
Nc1ccccc1Nc1ccncc1[N+](=O)[O-],1%,3%,-0.2%,0%,0.1,72,i,3%,22%,12%,
O=C(O)CCc1nc(-c2cccs2)no1,12%,0%,0.0%,-2%,1.1,37,.,0%,13%,16%,
Cc1cccc(C(=O)/C=C2/c3ccccc3CC(C)(C)N2C)c1,5%,9%,-0.3%,-8%,5.8,78,i,18%,9%,6%,
COc1ccccc1N(CC(=O)NC1CCCC1)C(=O)c1oc(C(C)(C)C)cc1C,4%,1%,-0.1%,-5%,0.7,46,i,-2%,1%,12%,
COc1ccc(OC)c(-n2c(-c3cccc(O)c3)n[nH]c2=S)c1,4%,30%,0.9%,-4%,0.9,56,i,5%,-10%,10%,
CC(=O)Nc1cccc2c1OCCO2,7%,?,-0.2%,-1%,-0.3,63,i,5%,-5%,3%,
CCOC(=O)c1nnn(-c2nonc2N)c1CN1CCc2ccccc2C1,1%,5%,-0.2%,10%,1.1,95,i,-3%,2%,13%,NS5 inhibitors pilot replicate=-1.2
CN(C)C(=O)C(OC(=O)c1ccc2c(c1)CCCC2)c1ccccc1 (stereo unspecified),9%,-8%,-0.1%,2%,-0.2,46,.,1%,13%,4%,
Cc1ccccc1-c1nc2ccccc2c(=O)n1C1CCS(=O)(=O)C1 (stereo unspecified),1%,-7%,-0.2%,-5%,-1.1,40,i,7%,6%,16%,
CC1CN(S(=O)(=O)c2ccc(Cl)c(S(=O)(=O)N3CC(C)OC(C)C3)c2)CC(C)O1 (stereo unspecified),4%,7%,0.2%,-7%,2.1,75,i,-1%,7%,-4%,
CCSc1nnc(NC(=O)C2CCCCC2C(=O)OCC(F)(F)C(F)F)s1 (stereo unspecified),6%,0%,0.2%,-2%,18,74,i,12%,-8%,2%,
O=C(NCc1cccs1)C(=O)c1cn(CC(=O)N2CCOCC2)c2ccccc12,8%,6%,0.2%,-2%,0.8,73,i,7%,-9%,12%,
c1cncc(CNc2ncnc3sc4c(c23)CCCC4)c1,16%,-10%,-0.3%,-1%,0.2,52,i,7%,-1%,-6%,
Cc1c(N2C(=O)/C(=C3\C(=O)N(CC(=O)O)c4ccccc43)SC2=S)c(=O)n(-c2ccccc2)n1C,14%,-30%,0.4%,36%,2.9,65,i,27%,-9%,28%,
Cc1cc(NCCC(C)C)n2nc(C)c(-c3ccccc3)c2n1,-6%,-21%,0.0%,-9%,14,60,i,-2%,-3%,-4%,
O=C(NCC1CCCO1)c1nn2c(C(F)(F)F)cc(-c3ccco3)nc2c1Cl (stereo unspecified),5%,18%,-0.1%,-5%,-0.2,73,.,16%,0%,10%,

# Following part
SMILES,Rac1 GTP hydrolysis,AID2073,GPR55 beta-arrestin,NS5 inhibitors,NTR1 ag,NTR1 ag cell count 20 µM,Yfh1-depleted yeast,Large T inhibition,GPR35 antagonists,GPR55 LPI antagonism,others
CCOC(=O)/C(=N/Nc1ccc(C)cc1)S(=O)(=O)c1ccc(Cl)cc1,-1%,1%,-0.2%,-6%,1.5,37,i,4%,-4%,2%,
O=C(COC(=O)COc1ccccc1)Nc1ccc(S(=O)(=O)N2CCOCC2)cc1,0%,17%,0.0%,-2%,0.3,75,i,8%,-18%,-12%,
COc1ccc(N2CCN(c3ncnc4sc(C(=O)NCC5CCCO5)c(C)c34)CC2)cc1 (stereo unspecified),9%,-1%,0.7%,6%,-0.2,44,.,15%,33%,-5%,
CSc1nc(-c2ccccc2)cc(C(F)(F)F)c1C#N,4%,4%,-0.5%,-3%,12,79,i,-3%,-4%,8%,
CCN(CC)C(=O)Cc1cc(C(=O)O)c2ccccc2n1,-4%,13%,0.6%,-3%,0.1,51,i,15%,-3%,-5%,
CCc1cccc(C)c1NC(=O)Cc1ccsc1,9%,3%,0.0%,-3%,1.2,35,.,10%,-9%,9%,
C=CCn1c(COc2ccccc2)nnc1SCC(=O)Nc1ccc(S(N)(=O)=O)cc1,9%,10%,-0.1%,-10%,1.2,51,i,4%,-14%,3%,
CC(=O)N1CCN(c2cc(N3CCc4ccccc4C3)c(F)cc2[N+](=O)[O-])CC1,8%,6%,-0.1%,1%,2.0,71,i,29%,0%,16%,
COc1ccc(CCNC(=O)CSc2nc(=O)n3cc(C)ccc3n2)cc1OC,3%,.,.,4%,0.4,62,.,10%,.,.,
N/C(=N\OCc1ccc([N+](=O)[O-])cc1)c1ccncc1,3%,5%,0.6%,-6%,-1.9,92,i,6%,-9%,10%,
COCCNC(=O)C(c1ccc(C)cc1)N(Cc1ccccc1)C(=O)CCC(=O)Nc1ccccn1 (stereo unspecified),6%,9%,-0.1%,2%,0.2,45,.,9%,-10%,-6%,
Cc1cccc(C)c1NC(=O)Cn1nnc(C(=O)Nc2ccc(F)cc2F)c1N,10%,8%,-0.2%,7%,1.1,71,.,3%,-1%,19%,
CCOC(=O)c1[nH]c(C)c(C(=O)Nc2ccc(F)cc2)c1C,5%,-3%,0.2%,-3%,-5.3,60,i,0%,20%,9%,
CC(C)N1CC(O)=C(c2ccccc2)C1=N,-7%,-8%,0.3%,-2%,0.6,58,i,-3%,-7%,-4%,
Cc1cccc(N(C)C(=O)C2CCCN2S(=O)(=O)c2cccc3nsnc23)c1 (stereo unspecified),6%,0%,0.0%,-3%,0.1,56,i,10%,14%,-5%,
C#CCOCCOCCOCCNc1nc(N2CCN(C(=O)[C@H]([C@@H](C)CC)n3cc([C@@H](N)CO)nn3)CC2)nc(N2CCN(C(=O)[C@H](CCCCN)n3cc([C@@H](N)CC(C)C)nn3)CC2)n1,.,-6%,-0.2%,.,-2.2,97,i,0%,-16%,-1%,
Cc1ccc2c(C(=O)CSc3ccccc3)c(C)[nH]c2c1,4%,13%,0.5%,-2%,1.5,56,i,16%,12%,6%,
O=C(Cc1ccc(Br)cc1)NCCc1ccc(F)cc1,9%,8%,-0.3%,0%,0.9,54,.,-2%,-5%,0%,
COc1ccccc1CN1C[C@@H]2C[C@@H](c3cccc(O)c3)N3CCC[C@@]23C1=O,9%,0%,-0.1%,-5%,1.7,52,i,0%,6%,0%,
COc1ccc(N=Cc2c(O)n(-c3cccc(C)n3)c(=O)c3ccccc23)cc1,8%,7%,-0.2%,2%,2.9,49,i,4%,3%,4%,
O=C(O)C1=C[C@H](c2ccc(Br)cc2)C[C@H](OCCCCO)O1,4%,11%,-0.2%,6%,1.6,61,i,6%,-5%,10%,
COc1ccc(C2C(C#N)=C(N)Nc3onc(C(C)(C)C)c32)c(OC)c1 (stereo unspecified),10%,4%,-0.1%,5%,0.1,50,i,11%,2%,3%,
Nc1nc(CN2CCOCC2)cs1,4%,-5%,0.0%,-1%,-2.1,85,i,21%,5%,-7%,
Cc1ccc(-c2nnn(CC(=O)N(C)C3CCCCC3)n2)o1,-3%,10%,0.2%,-13%,-0.2,31,i,5%,8%,6%,
Cn1c(N)c(C(=O)COC(=O)C2CCCC2)c(=O)n(C)c1=O,-5%,5%,-0.4%,-8%,0.9,56,i,3%,5%,-2%,

# (continued)
SMILES,Rac1 GTP hydrolysis,AID2073,GPR55 beta-arrestin,NS5 inhibitors,NTR1 ag,NTR1 ag cell count 20 µM,Yfh1-depleted yeast,Large T inhibition,GPR35 antagonists,GPR55 LPI antagonism,others
Cc1ccc(OCCC(=O)OCC(=O)NC2CCCC2)cc1,3%,.,.,-2%,0.2,45,.,17%,.,.,
CC(C)c1ccccc1NC(=O)Nc1ccc2c(c1)OCO2,8%,5%,0.3%,-11%,0.1,61,.,7%,16%,11%,
O=C1Nc2ccccc2OCc2c1cccc2[N+](=O)[O-],3%,-4%,0.5%,-1%,-0.9,59,i,2%,-3%,12%,
O=C(O)c1ccccc1Sc1ncnc2sc3c(c12)CCC3,0%,16%,-0.4%,-1%,0.9,54,i,6%,-7%,1%,
COc1ccc(C(=O)C2CCCN(C(=O)c3c4c(nn3C)CCCC4)C2)cc1F (stereo unspecified),10%,7%,0.6%,-4%,1.0,69,i,10%,-8%,4%,
CCOc1cccc2cc(-c3csc(NC(=O)CCC(=O)N4CCC(C)CC4)n3)c(=O)oc12,5%,14%,-0.1%,-5%,1.6,96,i,16%,23%,8%,
CCC(C)[C@H](NC(=O)[C@@H]1Cc2c([nH]c3ccccc23)C2c3ccccc3C(=O)N21)C(=O)NCC1CCCO1 (stereo partly specified),-9%,17%,-0.1%,8%,-1.8,83,.,-2%,-1%,10%,
CC(C)C[C@H](NC(=O)c1[nH]cnc1C(=O)N[C@@H](Cc1ccccc1)C(=O)OC(C)(C)C)C(=O)OC(C)(C)C,3%,15%,-0.1%,-2%,16,47,i,8%,-14%,6%,
CCN1C(=O)CC(N2CCC(Cc3ccccc3)CC2)C1=O (stereo unspecified),5%,.,.,-2%,2.8,101,i,10%,.,.,
O=C(C(=O)N1CCN(c2ccc(F)cc2)CC1)c1c[nH]c2ccccc12,3%,-7%,0.1%,2%,0.9,48,i,7%,5%,1%,

# Bioassay records: PubChem, several laboratories

# Random draw from the library, and some 1.7% of all compounds hit somewhere here.
